From PubChem BioAssay
FXIIa inh: factor XIIa (human) inhibition. P00748. purified FXIIa, Boc-QGR-AMC fluorogenic substrate, 2 h. inhibition, % at 5 µM. actives 0.3% (n = 220,000). AID 800; in the data active means inhibition above about 40%;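 further: 0% = enzyme with no compound and 100% = blank without enzyme; many of its hits are not listed in these tables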
Runt-CBFb FRET: blocks binding of human RUNX1 Runt domain to CBFb. Q01196+Q13951. inhibition, % at 20 µM. actives 0.46% (n = 220,000). Cerulean-Runt/Venus-CBFb FRET ratio 530/480, 1 h;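 active means inhibition over about 50% at 20 µM in the single-dose screen, limit read from the data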;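 further: 0% = DMSO wells and 100% = excess unlabeled CBFb competitor control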
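Measured by: fluorescence energy transfer, 422 nm excitation, 530/480 nm emission; test system: Cerulean-tagged RUNX1 Runt domain (FRET donor) fusion protein; buffer or medium: Tris pH 7.5 buffer with BSA; compound: one dose, 20 µM compound, 1% DMSO; times: two 1 h room-temperature incubations shielded from light; benchmarks: unlabeled CBFb 5 µM, positive control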
KLK5 inh: blocks human kallikrein 5 protease activity. Q9Y337. inhibition, % at 5 µM. actives 0.59% (n = 210,000). recombinant hK5, fluorogenic AMC substrate cleavage;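 active means inhibition of 40% or more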;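 further: 0% = enzyme controls without compound and 100% = no-enzyme blanks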
Thrombin inh: thrombin (human) inhibition; AID 1046; actives 0.26% (n = 220,000); alpha-thrombin, Boc-VPR-AMC fluorogenic substrate cleavage; P00734; inhibition, % at 5 µM;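 active means inhibition at or above 40%; inactive means inhibition below 40%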;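 further: 0% = enzyme with no compound and 100% = wells without enzyme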
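Material: human alpha-thrombin protein; Also added: Boc-VPR-AMC substrate, 15 µM final; Timing: enzyme reaction carried out at room temperature; Signal: fluorescence, ex 355 nm, em 460 nm; Measure: % inhibition of thrombin; Controls: enzyme without compound as high, wells lacking enzyme as low.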
Wee1 stabilizer: inhibitors of human Wee1 degradation; P30291; HeLa Luc-Wee1K328M stability, luciferase luminescence; 100% = proteasome inhibitor MG132 effect; reporter increase, % at 5 µM; actives 1.2% (n = 220,000); AID 1321;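 active means activation above the mean of all tested compounds plus 3 SD, set per screening run, cut at about 8.8% in these data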;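 further: cells exposed to compound for 20 h before luminescence read; 0% = DMSO alone and 100% = MG132 at 30 µM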
Target sequence (P30291 whole entry K328M): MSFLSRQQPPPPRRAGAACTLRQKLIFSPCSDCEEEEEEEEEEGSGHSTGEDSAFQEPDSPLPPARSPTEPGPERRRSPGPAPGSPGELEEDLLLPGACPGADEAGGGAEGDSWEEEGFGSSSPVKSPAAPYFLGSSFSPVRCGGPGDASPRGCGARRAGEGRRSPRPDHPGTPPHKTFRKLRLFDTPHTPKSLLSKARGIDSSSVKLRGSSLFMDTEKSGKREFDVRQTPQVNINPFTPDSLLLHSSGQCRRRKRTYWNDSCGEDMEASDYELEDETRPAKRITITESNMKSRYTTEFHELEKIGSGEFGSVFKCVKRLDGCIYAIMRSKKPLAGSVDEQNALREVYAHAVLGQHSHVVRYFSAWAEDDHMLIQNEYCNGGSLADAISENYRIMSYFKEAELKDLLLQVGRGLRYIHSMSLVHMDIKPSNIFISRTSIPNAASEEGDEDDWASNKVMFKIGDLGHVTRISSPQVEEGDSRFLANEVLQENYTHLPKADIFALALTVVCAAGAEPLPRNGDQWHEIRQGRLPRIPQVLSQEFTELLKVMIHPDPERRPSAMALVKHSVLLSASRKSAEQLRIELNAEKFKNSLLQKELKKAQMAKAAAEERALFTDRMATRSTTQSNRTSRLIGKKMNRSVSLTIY
Runt-SMMHC FRET: Runt domain-CBFb-SMMHC interaction inhibition | inhibition, % at 20 µM | Cerulean-Runt/Venus-CBFb-SMMHC FRET ratio 530/480, 1 h | Q01196+Q13951 | actives 0.74% (n = 220,000);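 active means mean inhibition across duplicate retests at 20 µM reaching about 50%, limit read from the data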;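 further: 0% = DMSO wells and 100% = wells with excess untagged CBFb-SMMHC; inhibitors lower the FRET ratio by blocking Runt binding to CBFb-SMMHC; some results filed as inactive read as strong as hits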
14-3-3 Bad PPI: disrupts binding of bovine 14-3-3 zeta to phospho-Bad peptide; P63103; TR-FRET 14-3-3zeta/Dy647-pBad peptide displacement, 1 h; inhibition, % at 21.7 µM; actives 0.71% (n = 220,000); AID 781;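 active means inhibition above about 70%, limit read from the data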;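 further: 0% = full 14-3-3 plus peptide FRET controls and 100% = background without 14-3-3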
Target sequence (P63103 whole entry, looked up): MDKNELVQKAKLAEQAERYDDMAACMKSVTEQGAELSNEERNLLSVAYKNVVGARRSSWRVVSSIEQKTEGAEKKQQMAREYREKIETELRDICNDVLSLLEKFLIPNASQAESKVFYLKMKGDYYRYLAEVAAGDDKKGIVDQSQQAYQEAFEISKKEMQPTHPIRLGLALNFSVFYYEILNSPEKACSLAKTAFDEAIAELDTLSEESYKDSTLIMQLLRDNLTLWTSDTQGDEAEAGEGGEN
FXIa inh: factor XIa (human) inhibition. inhibition, % at 5 µM. actives 0.14% (n = 220,000). purified FXIa, Boc-Glu-Ala-Arg-AMC fluorogenic substrate. P03951;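 active means inhibition of at least 40%; inactive means inhibition below 40%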;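 further: fluorescence of freed AMC excited at 355 nm; 0% = enzyme without compound and 100% = no enzyme blank; many of its hits are not listed in these tables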
Hck Nef HTS: blocks Nef-activated human Hck kinase. inhibition, % at 20 µM. actives 0.68% (n = 220,000). Recombinant Hck-YEEI plus Nef, Z-Lyte FRET kinase assay. P08631. AID 463187;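 active means Hck-Nef kinase inhibition above about 50%, limit read from the data; inactive means inhibition below that limit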;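 further: 0% = DMSO with Hck plus Nef and 100% = Hck alone without Nef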
Numbers without * were called inactive; / = no result given; [ ] = another dose, or the depositor's remark.

FXIIa inh	Runt-CBFb FRET	14-3-3 Bad PPI	Thrombin inh	KLK5 inh	Runt-SMMHC FRET	Wee1 stabilizer	Hck Nef HTS	FXIa inh	mol
8.8	-1.4	7.8	-0.4	0.4	2.7	-3.1	-43.2	-0.8	COc1ccc(CCC(=O)OC(C)C(=O)c2ccc(C)cc2)cc1 (stereo not given)
11.2	1.1	3.1	-0.9	0.0	1.3	-0.9	93.3*	0.5	Cc1ccc(/C=N/Nc2ncnc3nc[nH]c23)cc1
8.6	1.5	-3.2[fluorescence artefact?]	6.2	-3.9	0.5	-0.2	-19.3	1.4	CC(c1ccccc1)n1cc(C(=O)NCc2ccncc2)nn1 (stereo not given)
11.9	0.3	-10.2	-2.5	2.6	5.8	3.8	0.9	-2.3	CC(C)(C)N1CC(COc2ccccc2)OC1=O (stereo not given)
4.5	0.9	4.8	-4.4	-4.2	1.2	-0.5	18.4	0.2	Cc1ccc2nc(CSc3nnc(-c4ccncc4)n3C)cc(=O)n2c1
14.0	19.6	-4.2	10.8	3.5	-8.6	3.7	-35.1	5.6	S=c1[nH]c2cc(Br)cnc2[nH]1
2.7	/	-11.3	-14.4	-1.9	/	-4.0	40.8	-3.1	COc1cc(C(=O)c2ccccc2)c(OC)cc1C(=O)Nc1ccc(O)cc1
2.0	0.7	-0.9	-10.1	-4.6	2.1	7.3	19.9	-5.8	CN(C)c1nnnn1Cc1ccccc1
8.5	13.7	-7.5	-9.0	-16.3	-7.1	-1.0	3.7	4.3	Cn1c(Cn2nnc3ccccc32)nnc1SCC(=O)c1ccccc1F
13.4	0.6	8.8	1.6	-1.9	2.8	0.7	0.0	2.8	Cc1nc2sc(C(c3ccc(Cl)cc3)N3CCN(c4ccccc4F)CC3)c(O)n2n1 (stereo not given)
9.8	-2.4	-0.5	-3.7	-2.4	0.1	0.1	-7.5	0.5	COC(=O)CCC(=O)c1oc2ccc(OC)cc2c1N
18.9	0.1	/	25.8	28.1	4.3	0.2	-1.4	14.7	CCOC(=O)c1c(-c2ccc(C)cc2)csc1NC(=S)NC(=O)c1ccccc1
1.6	0.3	3.3	-4.9	/	-2.9	-0.2	-12.4	-2.5	COc1ccc(S(=O)(=O)Cc2ccc(C(=O)NCCc3cc(OC)ccc3OC)o2)cc1
-1.6	-0.1	-1.6	-7.9	-9.3	4.3	3.3	6.1	3.1	Cc1ccc(/C=N/NC(=O)c2ccc(Cn3cc([N+](=O)[O-])cn3)o2)cc1
1.8	-0.9	-1.1	-2.8	-0.6	1.1	-0.3	30.5	0.3	Cc1[nH]c2ccccc2c1/C=N/NC(=O)c1cc(C(C)C)[nH]n1
7.1	-1.1	-6.5	-1.3	-11.3	2.8	6.0	2.8	9.6	C=CCC1(C)C(=O)N(c2ccccc2)c2ccccc21 (stereo not given)
0.3	-11.5	7.7	-0.1	-6.1	-20.7	1.8	14.3	-9.3	CCC(=O)N(Cc1ccco1)Cc1cc2cc3c(cc2[nH]c1=O)OCO3
7.8	-2.9	-3.7	-0.6	-0.5	-22.4	0.0	7.0	2.0	O=C(COC(=O)c1cccnc1)NC1CCCc2ccccc21 (stereo not given)
7.5	-15.7	5.3	-8.9	4.4	5.2	1.0	12.8	0.3	CC[n+]1ccc2cc(OC)c(OC)cc2c1Cc1ccc(OC)c(OC)c1
9.9	-2.4	-7.3[fluorescence artefact?]	1.0	-8.2	1.4	0.0	5.0	4.3	CCOC(=O)c1sc2ccc(S(=O)(=O)N3CC(C)CC(C)C3)cc2c1N (stereo not given)
1.2	1.1	-4.3	-10.1	-3.8	3.8	-5.4	17.0	-5.2	CCOC(=O)N1CCN(C(=O)c2ccc(OC)cc2)CC1
31.3	-6.1	-5.7	28.1	28.7	0.1	5.1	2.4	22.0	Cn1c(=O)cc(OCCCC(=O)NCc2ccccn2)c2ccccc21
9.3	-5.3	5.8	-3.5	-34.5	4.6	-0.8	-3.3	0.9	Cn1c(N)c(S(=O)(=O)c2ccc(Br)cc2)c2nc3ccccc3nc21
9.0	13.0	-6.3	-2.9	-4.1	-3.3	0.3	1.3	2.6	COc1ccc(C(=O)NC(=S)Nc2ccc(N3CCCC3)cc2)cc1OC
10.1	-2.3	4.4	3.7	6.1	2.9	0.0	44.2	6.6	Cc1cccc(Nc2nc(N)c([N+](=O)[O-])c(NCCO)n2)c1
9.9	-6.2	-2.2	-3.6	-9.0	-1.5	-0.1	1.5	9.4	O=C(OCC(=O)N1CCc2ccccc21)c1c2c(nc3ccccc13)CCCCC2
17.5	-5.3	6.6	4.3	-18.1	-1.5	-0.5	0.4	-21.8	COc1ccc(Oc2ccc3c(C(F)(F)F)cc(C(F)(F)F)nc3n2)cc1
7.4	-7.3	-9.5	-0.8	-8.1	0.1	-1.1	0.5	2.6	O=C(c1cccc(Cl)c1)N1CCC(=O)N(C(COCc2cccc(Cl)c2)Cc2ccccc2)CC1 (stereo not given)
5.7	1.9	0.2	0.6	18.1	-1.8	-2.4	-0.4	-0.5	O=C(Nc1ccc(S(=O)(=O)NCC2CCCO2)cc1)c1ccccc1 (stereo not given)
2.4	0.1	5.5	-4.9	-4.2	-1.9	-1.0	21.2	-3.4	CC(=O)N1Cc2cc([N+](=O)[O-])ccc2Oc2ccccc21
0.6	-0.6	-2.7	/	-3.1	-0.1	5.9	14.2	-0.5	COc1ccc(CC(=O)N(C)C2CCCCC2)cc1S(=O)(=O)N1CCOCC1
7.2	0.2	-2.4	-5.2	-0.7	2.1	-2.6	25.3	0.2	CCOC(=O)N1CCN(C(=O)CSc2ccc3nnc(-c4ccncc4)n3n2)CC1
7.4	-1.4	11.5	-5.6	6.5	5.3	-1.8	-0.7	-23.6	Cc1cccc(C)c1NC(=O)CSc1nnc([C@H](C)NC(=O)OC(C)(C)C)o1
4.5	-1.5	1.6	-10.2	-1.4	-5.8	11.6*	0.8	2.8	N=c1c2c3c(sc2ncn1Cc1ccco1)CCCCC3
15.7	2.5	26.9[fluorescence artefact?]	-3.9	-7.8	11.8	1.6	2.6	7.6	Cc1cc(C)c(C)c(C(=O)COC(=O)CNC(=O)CN2C(=O)c3ccccc3C2=O)c1C
9.0	2.4	11.9	3.0	0.3	-0.7	2.8	15.7	-0.7	CCCCC1(CO)C(=O)N(c2ccccc2)N(c2ccccc2)C1=O
11.1	1.8	5.1	-8.0	1.8	4.7	5.8	17.6	1.8	O=C(Nc1cccc2ncccc12)c1ccc(Br)c([N+](=O)[O-])c1
21.3	-2.4	5.8[fluorescence artefact?]	-1.0	0.5	-0.5	-1.2	-7.3	8.3	CCOC(=O)N1CCN(C(=O)CSc2nnc(Cc3ccccc3)o2)CC1
7.1	2.5	-10.7	-3.6	0.1	-1.5	-3.5	-2.8	-3.9	CCN1CCN(C(=O)/C=C/c2ccc3c(c2)OCO3)CC1
15.5	17.9	-17.4	1.2	-2.3	2.6	-0.5	5.0	12.3	Cc1ccc(C(=O)NNC(=O)CSc2nc(N)cc(N)n2)cc1
3.5	0.3	-2.6	-5.8	-5.2	2.3	-0.8	19.7	-4.2	CCN1CCCC1CNC(=O)CCc1nnc(CCC2CCCCC2)o1 (stereo not given)
7.4	-0.7	12.2	-1.2	-9.6	0.4	-0.6	9.6	-4.9	CN(C)CCCN(C(=O)c1ccc(N2C(=O)CCC2=O)cc1)c1nc2c(F)cccc2s1
-15.5	2.3	0.1[fluorescence artefact?]	-4.6	21.0	2.7	2.1	-1.0	-8.0	COC(=O)CSC1=C(C#N)C(c2ccc(Cl)cc2)C(C(=O)OC)C(=O)N1 (stereo not given)
25.6	1.7	-5.8[fluorescence artefact?]	-0.3	-12.0	2.7	-2.5	-2.3	19.0	COc1ccc(N2CCN(Cc3cc(=O)oc4ccc(C)cc34)CC2)cc1
18.3	2.0	-2.7	2.5	-19.8	-4.5	2.6	1.2	7.5	Brc1cccc(-c2n[nH]c(-c3ccccc3)n2)c1
/	-1.1	-3.1	-8.2	-0.4	2.2	-2.0	-5.6	-2.8	Cc1ccc(SCC(=O)NC2CCS(=O)(=O)C2)cc1 (stereo not given)
6.2	-1.0	4.3	-5.6	-0.3	0.8	-0.9	20.6	-3.6	CN(C)CC#CCOC(c1ccccc1)c1ccccc1
10.3	-0.7	12.4	11.3	19.1	2.9	3.1	-2.6	0.8	CN(C(=S)Nc1ccc(Oc2ccccc2)cc1)C1CCCCC1
5.8	-1.2	-8.3	6.8	1.0	0.9	-0.6	26.6	-0.9	O=C(CSc1nc2ccccc2o1)NC1CCCC1
4.2	-1.2	0.6	-2.2	2.6	-1.6	-2.6	10.7	-3.2	CCn1nc(C)c(Br)c1-c1nc(CS(=O)(=O)c2ccc(F)cc2)no1

(continued)
FXIIa inh	Runt-CBFb FRET	14-3-3 Bad PPI	Thrombin inh	KLK5 inh	Runt-SMMHC FRET	Wee1 stabilizer	Hck Nef HTS	FXIa inh	mol
14.6	-1.5	-6.7[fluorescence artefact?]	5.7	-8.8	-0.2	-2.5	-0.7	5.6	Cn1c(=O)c2c(nc(SCc3cccnc3)n2Cc2ccc(F)cc2)n(C)c1=O
1.4	0.4	-10.0	-11.4	-3.7	3.0	-1.1	13.0	-7.0	O=C(NCC1CCCO1)C1CCN(C2CCN(C(=O)C3CCCCC3)CC2)CC1 (stereo not given)
13.7	-2.2	3.5[fluorescence artefact?]	-2.1	-20.3	-7.0	5.5	3.7	2.5	C/C(=N\NC(=O)c1nn(C)c(C)c1Br)c1ccc(NC(=O)c2ccccc2F)cc1
8.4	-1.4	-0.8	-2.7	0.6	-2.3	6.2	10.3	-5.3	CCN(CC)S(=O)(=O)c1ccc(N2CCOCC2)c(NC(=O)c2ccc(C#N)cc2)c1
2.7	-1.0	-8.4	-14.9	-0.9	1.4	-1.6	19.5	-5.0	COCCCn1nnnc1SCC(=O)N1c2ccccc2CC1C (stereo not given)
-4.9	-1.6	40.5	-1.6	-8.4	-2.1	2.5	-4.6	-10.5	O=C(O)c1cc(=O)cc(C(=O)O)[nH]1
